Compound activity from PubChem.
MITF TRPM1 inh – MITF TRPM1 promoter inhibition in SK-MEL-5 cells; inhibition, % at 12.5 µM; 0.83% of 330,000 active; SK-MEL-5 TRPM1 promoter luciferase, 24 h;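 active = mean inhibition across replicates of 60% or more, whatever share of single replicates reaches that level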; also: values of inactives mirror those of a sister screen read the other way
Shn3 3UTR inh – inhibitors of Schnurri-3 3'UTR reporter in osteoblasts. Clone20 osteoblast Shn3 3'UTR firefly luciferase, 24 h. AID 588674. 0.52% of 360,000 active. inhibition, % at 12.5 µM;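 active = mean inhibition of at least 75% with every replicate also reaching 75%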;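 also: 0% = median of neutral control wells and 100% = pilot-screen positive control compound; some compounds past the cut are filed as inactive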
CaV13 ICDI inh – Disruptors of the CACNA1D IQ motif to Ca2+-dependent inactivation inhibitor domain association, primary screening, Förster resonance energy transfer in intact living …; HEK cells, CFP/YFP FRET ICDI-IQ, plate reader, 10 min; percent FRET-ratio fall versus neutral wells; inhibition, % at 12.3 µM; 0.098% of 340,000 active;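 active = mean replicate inhibition of at least 30% and at least 1% of replicates passing that level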;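 also: 0% = median of the neutral control wells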
NR2E3 ag-1 – agonists of human NR2E3 nuclear receptor. AID 602229. inhibition of corepressor binding, % at 3.98 µM. CHO-S Gal4-NCOR/VP16-NR2E3 two-hybrid, luciferase. Q9Y5X4. 0.35% of 360,000 active;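 active = inhibition above the mean of all tested compounds plus 3 SD, cut at about 70% in these data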;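 also: 0% = DMSO with NR2E3 transfected cells and 100% = cells lacking NR2E3 construct; higher means lower luciferase signal from less NR2E3 corepressor binding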
Target sequence (Q9Y5X4 whole entry, looked up, the tested form may be a part): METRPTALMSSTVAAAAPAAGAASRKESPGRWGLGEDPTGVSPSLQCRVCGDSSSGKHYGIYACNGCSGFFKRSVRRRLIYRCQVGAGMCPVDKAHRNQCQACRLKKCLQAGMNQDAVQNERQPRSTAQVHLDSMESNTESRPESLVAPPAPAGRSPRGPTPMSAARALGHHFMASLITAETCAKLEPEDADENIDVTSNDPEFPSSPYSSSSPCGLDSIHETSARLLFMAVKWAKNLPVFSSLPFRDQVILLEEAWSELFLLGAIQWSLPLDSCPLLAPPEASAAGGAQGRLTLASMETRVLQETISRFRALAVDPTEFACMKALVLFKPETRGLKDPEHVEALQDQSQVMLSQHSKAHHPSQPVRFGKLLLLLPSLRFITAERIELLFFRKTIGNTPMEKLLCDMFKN
iPSC survival up – hiPSC single-cell survival enhancement; ATPlite luminescence; 100% = ROCK inhibitor wells, 0% = DMSO; survival enhancement, % at 20 µM; 0.044% of 360,000 active; AID 602274; in the data active = survival enhancement above about 18%;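 also: cells exposed to compounds for 16 hours before the ATP read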
HIF-2a block – HIF-2a inhibition; 786-0 RCC cells HIF-2a reporter, luciferase luminescence, overnight; inhibition, % at 18.8 µM; 0.72% of 360,000 active; AID 624352;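 active = inhibition of the luminescence signal of 40% or more relative to plate controls, in a single-dose primary screen at 18.75 µM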
NR2E3 ag-2 – agonists of human nuclear receptor NR2E3 | AID 2300 | inhibition of corepressor binding, % at 4.78 µM | Q9Y5X4 | GST-NR2E3/biotin-RetCOR TR-FRET, 1536-well | 0.12% of 320,000 active;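 active = percent inhibition above the cutoff of mean plus 3 SD of all tested compounds, set per screening campaign, cut at about 20% in these data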;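 also: 0% = DMSO wells and 100% = biotin wells as full block of FRET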
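Material – GST-tagged NR2E3 plus biotinylated RetCOR corepressor · Quantity – NR2E3 fusion 1.35 nM · Times – 5 h incubation at 4 °C · Medium – pH 7.5 Tris-based buffer · Technique – TR-FRET, Eu(K)-anti-GST donor, streptavidin-D2 acceptor, ex 340, em 617/671 nm · Benchmarks – high control biotin, low control 0.6% DMSO · Format – 1536-well plates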
m5-HT2A agonist – agonists of mouse serotonin 5-HT2A receptor (HTR2A); CHO-K1 mHTR2A beta-arrestin complementation, luminescence; percent of 30 µM serotonin response; AID 624169; 0.66% of 360,000 active; activation, % at 7.6 µM; P35363;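 active = activation above a run cutoff, the mean activation of all tested compounds plus 3 SD, cut at about 14% in these data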;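 also: 0% = plate median of compound wells and 100% = 30 µM serotonin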
Peg3 promoter – Peg3 promoter activity inhibition | HeLa PEG-Prom luciferase reporter, luminescence, overnight | inhibition, % at 20 µM | 1.7% of 360,000 active;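 active = inhibition of at least 50% at 20 µM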
PDI inh – PDI (human) enzyme inhibition. P07237. PDI insulin aggregation turbidity, A650, 90 min. inhibition, % at 10 µM. 0.052% of 350,000 active. AID 588391;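 active = mean inhibition across replicates of 30% or more, whatever share of single replicates reach that level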;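 also: absorbance from insulin aggregation driven by PDI reduction with DTT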
Target sequence (P07237 whole entry, looked up): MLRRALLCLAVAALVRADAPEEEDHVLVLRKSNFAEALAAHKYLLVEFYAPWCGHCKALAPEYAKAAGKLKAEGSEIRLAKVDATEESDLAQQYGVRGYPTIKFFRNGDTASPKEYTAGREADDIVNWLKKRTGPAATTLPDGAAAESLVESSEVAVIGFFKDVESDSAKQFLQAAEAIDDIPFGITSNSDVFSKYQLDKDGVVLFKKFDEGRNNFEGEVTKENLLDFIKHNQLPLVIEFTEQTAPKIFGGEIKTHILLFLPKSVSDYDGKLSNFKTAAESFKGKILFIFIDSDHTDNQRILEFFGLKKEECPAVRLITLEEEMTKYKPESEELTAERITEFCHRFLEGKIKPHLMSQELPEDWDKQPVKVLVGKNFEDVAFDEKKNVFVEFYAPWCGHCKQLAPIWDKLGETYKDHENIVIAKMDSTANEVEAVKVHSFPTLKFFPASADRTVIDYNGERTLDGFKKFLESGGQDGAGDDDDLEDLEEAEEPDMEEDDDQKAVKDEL
H9c2 protect – protects H9c2 cardiomyocytes from peroxide injury; H2O2 injury protection, ATPLite, 2 h; protection from H2O2 cell death, % at 20 µM; 0.63% of 360,000 active;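 active = compounds giving at least 50% protection of heart cells from peroxide-induced death in the single-dose screen, raw or plate-pattern-corrected value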;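 also: 0% = DMSO wells with peroxide and 100% = DMSO wells without peroxide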
* marks the source's active call; other numbers are inactive results; x = not tested or not shown.

canonical_smiles	MITF TRPM1 inh	Shn3 3UTR inh	CaV13 ICDI inh	NR2E3 ag-1	iPSC survival up	HIF-2a block	NR2E3 ag-2	m5-HT2A agonist	Peg3 promoter	PDI inh	H9c2 protect
Cn1cccc1C(=O)NCc1ccc(Cl)cc1	-2	-9	-3	-22	0.2	10	-3	11	-1	-3	0
CCCS(=O)(=O)N1CCN(Cc2ccccc2[N+](=O)[O-])CC1	-10	3	6	-6	-1.3	-5	0	0	10	0	-3
Cc1ccc(-n2c(SCC(=O)NCc3ccco3)nc3c(sc4ccccc43)c2=O)cc1	-6	23	-3	-24	-0.1	15	6	-4	4	-3	2
CCn1c(SCc2nc(-c3ccc(Cl)cc3)no2)nnc1-c1ccco1	-3	6	-3	5	0.1	-39	-1	-1	-30	3	-14
O=C(CSc1nnc(COc2cccc3ccccc23)o1)N1c2ccccc2CCc2ccccc21	8	33	x	-5	6.2	18	1	-5	15	3	-3
O=C(NCc1cccs1)C1CCC(=O)N(Cc2cccc(C(F)(F)F)c2)C1 (stereo unspecified)	-12	-9	-6	-15	0.0	-32	3	-1	-7	1	3
O=C(O)c1ccc(CSc2nnnn2-c2ccc(F)cc2)cc1	-5	-5	-18	4	1.9	-2	-4	1	5	-2	-2
COc1cccc(NC(=O)CN(C)C(=O)/C=C/c2cn(-c3ccccc3)nc2-c2ccc(C)cc2)c1	-17	-2	-14	12	-0.5	-17	-3	-7	14	-1	13
N=c1c(S(=O)(=O)c2ccc(Br)cc2)cc2c(=O)n3ccccc3nc2n1C1CCCCC1	-9	11	-1	-27	0.7	3	-2	-1	-8	6	-7
COc1ccc(-n2c(=S)[nH]c3cc(C(=O)NCCCN4CCOCC4)ccc3c2=O)c(OC)c1	6	9	-2	-11	1.2	6	4	3	23	1	2
COc1ccc(CNCC(O)(c2ccccc2)c2ccc(Cl)cc2)cc1 (stereo unspecified)	1	38	-3	12	-1.2	3	7	-6	-1	6	-22
O=C(N/N=C/C(Br)=C\c1ccccc1)c1cccs1	x	-89	-4	-139	0.6	-342	-3	-6	-359	4	-9
CN(C(=O)CSc1nnc(-c2cccs2)n1C1CC1)C1CCS(=O)(=O)C1 (stereo unspecified)	-6	-5	-7	-14	-0.2	9	x	-5	13	0	3
COc1ccc(C(=O)OCC(=O)Nc2c(C)n(C)n(-c3ccccc3)c2=O)cc1OC	0	-27	-6	4	1.7	11	3	2	-2	1	0
COc1ccc(C2CC(c3cccc(Cl)c3)n3nc(N)nc3N2)cc1 (stereo unspecified)	-9	-3	0	7	-2.0	-52	-1	5	-16	x	-33
COC(=O)c1ccc(-c2noc(CN(Cc3ccncc3)CC3CCCO3)n2)cc1 (stereo unspecified)	3	59	-4	-6	-1.4	2	-3	1	11	-4	1
COCC1CCN(c2nc3nonc3nc2N2CCSCC2)C1 (stereo unspecified)	5	12	-4	-4	2.4	9	5	-2	16	4	8
O=C(COC(=O)c1ccc(S(=O)(=O)C(F)F)cc1)Nc1cccnc1Cl	-2	-16	-6	-16	-0.4	-1	1	6	6	-4	-3
CCC(C)c1ccc(NC(=O)N2CCOCC2)cc1 (stereo unspecified)	-25	-58	0	-81	-0.7	-169	3	0	-143	-2	-4
Cc1cc(NC(=O)c2cccc3ccccc23)cc(C)c1OCC(=O)N1CCOCC1	8	-4	x	18	8.1	0	-1	4	-1	-3	-2
COCCOC(=O)c1c(C)n(C)c2ccc(OC(=O)c3ccccc3F)cc12	0	-14	-4	-5	0.3	13	-2	-1	-24	12	19
COC(=O)c1cc(S(=O)(=O)N2CCCCC2C)c[nH]1 (stereo unspecified)	10	-4	-2	21	-0.5	5	-1	2	-2	2	-2
Cc1nnc2sc(COc3ccccc3)nn2c1=O	-1	-14	-19	10	-0.5	11	1	3	7	9	2
CCN(CCO)Cc1cc(=O)oc2c(C)c(C)ccc12	1	15	-8	-1	4.8	5	1	7	-2	-1	3
CN(C)S(=O)(=O)c1cccc(NC(=O)C(c2ccccc2)c2ccccc2)c1	0	4	-8	-22	0.3	15	3	-6	25	-11	-9
C[C@H](CO)N1C[C@H](C)[C@@H](CN(C)Cc2cccnc2)Oc2ncc(-c3cccc(C#N)c3)cc2C1=O	x	-16	-8	-36	1.3	14	x	1	-9	-2	12
CC(C)Cn1nc(C(=O)NCc2ccccc2CN2CCCC2)c2ccccc2c1=O	x	10	-5	22	0.6	17	4	-9	-1	-13	15
Cc1ccccc1NC(=O)C1CCCN1/C=C/C(=O)C(F)(F)F (stereo unspecified)	4	2	-15	23	-1.6	10	-1	4	13	4	-4
COc1cccc(N2CCN(C(=O)c3cccc(S(=O)(=O)N4CCCC4)c3)CC2)c1	x	-1	-14	-5	-1.4	10	x	-1	-1	3	4
O=C(Oc1oc(-c2ccco2)nc1C=Nc1ccc(Cl)cc1)c1ccco1	-27	-15	-4	-43	-4.1	-140	-3	-5	-85	-6	-15

Looked up above.
In HIF-2a block, COCCOC(=O)c1c(C)n(C)c2ccc(OC(=O)c3ccccc3F)cc12 reads 13
In NR2E3 ag-2, COc1ccc(C2CC(c3cccc(Cl)c3)n3nc(N)nc3N2)cc1 (stereo unspecified) reads -1

Following part:
canonical_smiles	MITF TRPM1 inh	Shn3 3UTR inh	CaV13 ICDI inh	NR2E3 ag-1	iPSC survival up	HIF-2a block	NR2E3 ag-2	m5-HT2A agonist	Peg3 promoter	PDI inh	H9c2 protect
NC(=O)c1ccccc1NC(=O)CC1(CC(=O)O)CCCC1	9	0	-4	-20	-0.4	7	7	0	8	-7	9
CC(=O)Nc1cccc(NC(=S)Nc2ccc(F)cc2F)c1	-4	-3	-3	-28	-0.3	-11	-1	4	-4	1	-5
COc1ccc(NC(=O)CN2C(=O)NC(C)(c3ccccc3)C2=O)c(OC)c1 (stereo unspecified)	10	21	-3	4	1.4	11	-3	1	24	-1	0
COC(=O)c1ccc(-n2c(C)cc(/C=N/n3cnnc3)c2C)cc1	7	12	x	12	6.0	11	3	3	-2	-13	-5
O=C1CSC2=NCN(c3ccc4c(c3)OCO4)CN12	-28	-34	-4	-53	-0.4	-100	-3	-2	-87	3	3
CCOC(=O)c1sc(N)c(C(=O)Nc2ccccc2)c1C	-48	-6	-21	-65	-0.7	-177	1	1	-111	2	-6
Cc1cccc(OCC(=O)NC(=S)Nc2ccccc2N2CCOCC2)c1C	10	-7	-5	-17	0.4	3	1	0	45	-1	-6
O=[N+]([O-])c1ccc(-c2nc3ccc([N+](=O)[O-])cc3[nH]2)cc1	-9	3	x	-89	3.9	-218	3	1	-213	-11	-20
Nn1c(SCC(=O)NC2CCCCC2)nnc1-c1ccco1	0	-4	-6	11	0.0	7	5	-5	-2	-3	3
CCOC(=O)C1=C(CN2c3ccccc3CC2C)NC(=O)NC1c1ccccc1 (stereo unspecified)	18	11	-6	20	1.2	12	-3	1	22	6	2
CCc1ccc(NC(=O)CC2C(=O)Nc3c2c(=O)n(C)c(=O)n3C)cc1 (stereo unspecified)	3	8	-3	2	0.3	23	-1	4	-10	-1	-1
COc1ccc(NC(=O)NC2CCCCCCC2)c(OC)c1	-43	-19	x	-16	-0.1	-95	x	-7	-88	-6	-2
CCN(CC)S(=O)(=O)c1ccc2c(c1)N(CC(=O)Nc1ccc(NC(C)=O)cc1)C(=O)CO2	6	7	-2	16	0.5	12	1	-8	11	0	-2
COc1cc(S(=O)(=O)N2CCOCC2)ccc1F	16	x	x	-10	1.7	15	-4	2	-2	-28	3
CCOc1ccccc1CNc1ncnc2ccc(-c3c(C)noc3C)cc12	32	77	12	82*	-0.7	-14	1	3	-20	-6	-29
COC(=O)c1cn(NC(=O)c2ccccc2[N+](=O)[O-])c(=O)c2ccccc12	5	-8	-7	11	2.2	11	-1	9	14	3	2
NC(=O)CCCn1c(C(=O)c2ccc(Cl)cc2)c2ccc([N+](=O)[O-])cc2[n+]1[O-]	20	-10	-5	-2	-3.6	15	0	9	-11	-1	0
COc1cc(OC)cc(C(=O)N/N=C\c2ccoc2)c1	7	11	-7	-25	-0.2	-5	-1	-3	-9	-1	-3
Cc1ccc(N(CC(=O)N/N=C/c2ccc(OC3CSC3)cc2)S(=O)(=O)c2ccccc2)c(C)c1	-1	3	-9	-1	-1.7	18	-2	-4	19	6	-7
Cc1nnc(NC(=O)CSc2nnc(CC(=O)Nc3ccccc3C)n2C)s1	-2	3	-3	27	-0.5	3	-4	2	-1	-17	2
CCOc1ccc(Br)cc1S(=O)(=O)N1CCC(C(=O)O)CC1	-10	-14	-4	-1	1.5	13	4	-2	4	18	13
FC(F)(F)c1cc(N2CCN(Cc3ccccc3)CC2)c2ccccc2n1	-6	7	8	8	-0.1	10	-5	-1	16	2	-8
CCCN(CCC)C(=O)CSc1nc2ccccc2c(=O)n1C1CCCC1	22	16	-4	-8	-3.1	17	2	1	23	2	4
COc1ccc(OCc2nn3c(-c4cccc(OC)c4)nnc3s2)cc1	4	2	0	-12	-0.6	-3	-2	-3	-8	0	-4
